human PMI inhibitors = human PMI inhibitors, high substrate, primary screen, biochemical, fluorescence intensity, high mannose 6-phosphate (AID 1220); recombinant PMI enzyme, coupled fluorescence intensity; higher % means a stronger effect; inhibition, % at 20 µM; hits with a dose series show IC50 in µM; actives 0.66% (n = 190,000)
Dynein transport = dynein cargo transport inhibition; 3617.4 mouse cells, GR-EGFP nuclear translocation imaging; test concentration mostly 20 µM; stimulated with dexamethasone, 1 µM; hits give low values; actives 0.47% (n = 220,000); AID 1381; z-score, hits read low;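 active = plate z-score of nuclear minus cytoplasmic receptor signal below a set negative limit, without overly bright fluorescence or cell loss, cut at about -3.5 in these data, passing the limit was not always enough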;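 also: z-score of nuclear minus cytoplasmic ring GR-EGFP intensity difference per well; some compounds called inactive have numbers as strong as hits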
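Schedule: 48 h induction, then 1 h compound, then 30 min agonist, 37 °C. Buffer or medium: tetracycline-free induction medium containing charcoal-stripped FBS. Reagent: 1.0 µM final dexamethasone stimulus. Evaluation: nuclear versus cytoplasmic GR-EGFP signal, averaged per well. Signal: high-content fluorescence imaging after fixation.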
WT yeast gro inh = growth inhibition of WT yeast, mitochondrial fusion screen. mitochondrial fusion phenotypic screen, WT strain. inhibition, % at 10 µM. actives 2.1% (n = 190,000). AID 1362; in the data active = inhibition above about 58%; tested in S. cerevisiae
b-catenin transl = alters nuclear translocation of beta-catenin in HeLa cells. immunofluorescence imaging. nuclear translocation activity, % at 5 µM. actives 0.3% (n = 190,000);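 active = nuclear translocation activity above 50% at 5 µM, with a well cell count of 50 or more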;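 also: per-cell ratio of nuclear to cytoplasmic median beta-catenin stain intensity; plate controls were DMSO negative control for no effect and GSK-3 inhibitor IX positive control for full effect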
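System: HeLa cells, endogenous beta-catenin; compound dosing: 5 µM primary single dose, 0.1% DMSO, 0.02–20 µM confirmation series; incubation: 24 h compound exposure at 37°C, 5% CO2; signal: beta-catenin immunofluorescence imaging with DAPI; evaluation: % activation, nuclear-to-cytoplasmic median beta-catenin signal ratio per cell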
Yfh1-off respiration = enhancers of respiration in Yfh1-depleted yeast, dose response, Friedreich's ataxia, plus single-dose screen (AID 1465); fold induction at 50 µM, or EC50 in µM where a hit was titrated; actives 0.074% (n = 220,000); S. cerevisiae Yfh1-off respiration, WST-1 reduction, 72 h; higher fold induction means a stronger effect;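 active = fold induction of absorbance versus untreated yeast above a set limit, then at least 30% activation at any dose in follow-up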;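 also: activators that raise dye reduction in frataxin-depleted yeast; strong numbers were not always called active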
Autophagy HCS = modulators of autophagy | MEF GFP-LC3 puncta imaging; test concentration mostly 10 µM | calls only at 10 µM (by protocol) | actives 0.98% (n = 190,000) | AID 463193;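 active = percentage of spot-positive cells more than 3 SD above its plate mean, without a fluorescence outlier flag or 80% toxicity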;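 also: spot-positive cell cutoff set from DMSO-treated cells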
Insulin prom up = MIN6 insulin promoter up-regulation; MIN6 insulin promoter-GFP reporter, high-content imaging; hits give high values; actives 0.3% (n = 190,000); z-score at 5 µM;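 active = z-score above 3 at 5 µM with at least 500 cells counted in the well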
MT stabilizer = stabilizes microtubules in HeLa cells; AID 2205; % tubulin-high responders, % at 10 µM; actives 0.83% (n = 200,000); HeLa tubulin immunostaining HCS, 24 h; share of cells brighter than vehicle mean+2SD;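 active = plate Z-score above 3 for both tubulin-high and condensed-nucleus cell shares, with cell loss under 80%, at 10 µM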;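 also: anti alpha tubulin signal scored within the nucleus-defined area of each cell; some results filed as inactive read as strong as hits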
human PMI inhibition = MPI enzyme activity inhibition – biochemical, fluorescence intensity, coupled assay, primary screen (AID 1209). inhibition, % at 20 µM; hits with a dose series show IC50 in µM. actives 0.42% (n = 190,000). purified PMI enzyme, coupled fluorescence intensity; higher % means a stronger effect;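 also: plate controls were DMSO vehicle for no effect and wells lacking substrate for full effect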
WT yeast gro inh mutant strain = recorded beside WT yeast gro inh, whose call it bears; inhibition, %; mitochondrial fusion phenotypic screen, mutant strain inhibition
Dynein transport cytoplasmic EGFP = also measured in Dynein transport; calls as there; z-score; measured here: cytoplasmic GR-EGFP intensity; hits give high values
Dynein transport nuclear GR-EGFP = recorded beside Dynein transport, whose call it bears; z-score; measured here: nuclear GR-EGFP intensity;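 lower value marks the stronger effect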
Dynein transport cell count = second read-out of Dynein transport, no call of its own (marks repeat the call); z-score; measured here: cell count per field
Insulin prom up cell count = also measured in Insulin prom up; calls as there; cell count; measured here: cytotoxicity, nuclei count;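 total cells summed across four imaged fields per well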
b-catenin transl cell count 5 µM = recorded beside b-catenin transl, whose call it bears; cell count; measured here: cell count, cytotoxicity flag
MT stabilizer Hoechst-high % = further read-out of MT stabilizer, marked with its call; % Hoechst-high responders; measured here: nuclear condensation Hoechst responders;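 share of cells brighter than vehicle mean plus two SD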
MT stabilizer cytotoxicity % = also measured in MT stabilizer; calls as there; toxicity, %; measured here: cytotoxicity by cell density;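 0% = mean cell density of plate MIN control wells and 100% = no cells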
Autophagy HCS cell loss 18 h = recorded beside Autophagy HCS, whose call it bears; toxicity, %; measured here: cell loss, nuclei count;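 cell loss after 18 h compound exposure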
An asterisk follows results filed as active; i = inactive; x = no result given. Rule as the data show it, unless noted: active = inhibition above about 50%; inactive = the rest. Not a hit list. About 5% of those tested had a hit in this group.

nr	Molecule	human PMI inhibitors	Dynein transport	Dynein transport cytoplasmic EGFP	Dynein transport nuclear GR-EGFP	Dynein transport cell count	WT yeast gro inh	WT yeast gro inh mutant strain	b-catenin transl	b-catenin transl cell count 5 µM	Yfh1-off respiration	Autophagy HCS	Autophagy HCS cell loss 18 h	Insulin prom up	Insulin prom up cell count	MT stabilizer	MT stabilizer Hoechst-high %	MT stabilizer cytotoxicity %	human PMI inhibition
1	O=C(c1ccc2c(c1)OCO2)C1CCCN(C2CCN(CCc3ccccc3)CC2)C1 (stereo unspecified)	15.3%	0.358	-0.214	0.132	0.13	2.3	0.9	-3.9	1129	i	i	8.5	-0.62	1435	2.1	0.7	2.5	10.9%
2	CN1CCN(CCNC(=O)Nc2ccccc2C(F)(F)F)CC1	5.8%	-0.52	-0.337	-0.424	1.4	10.4	-0.1	-0.5	1053	i	i	6.5	-0.15	1833	2.7	3.1	9.2	1.3%
3	COc1ccc([N+](=O)[O-])cc1NC(=O)CSc1ccccc1	5.3%	0.699	-0.229	-0.102	0.965	2.9	5.1	2.2	1339	i	i	16.3	-1.7	1265	3.3	2.0	13.1	0.3%
4	Cc1ccc(-n2c(=O)c3c(n4cnnc24)-c2ccccc2CC32CCCCC2)cc1	1.9%	3.9	-0.232	1.55	-1.9	23.8	11.4	-0.7	969	i	i	4.2	-0.47	1201	4.2	2.8	0.9	15.5%
5	O=c1cc(CN2CCN(c3ccccc3F)CC2)c2cc(O)c(-c3ccccc3)cc2o1	19.9%	-0.229	-0.262	0.479	0.192	-8.3	-15.1	0.6	533	i	i	3.6	0.03	1326	2.8	1.2	12.6	1.6%
6	CCOC(=O)c1cc(NC(=O)Nc2ccc(Br)cc2)c(C)nc1C	8.5%	1.4	-0.0935	0.262	-0.92	8.2	10.8	-0.7	1072	i	i	4.6	-1.05	1216	1.6	1.7	7.6	5.6%
7	COc1ccc(-c2cc3nc(C)c(CCC(=O)NC(C)CCc4ccco4)c(C)n3n2)c(OC)c1 (stereo unspecified)	11.3%	-0.0258	-0.368	-0.188	0.624	25.3	6.8	x	x	i	i	-1.9	0.18	861	0.9	1.5	20.6	19.6%
8	CCc1cccc(C)c1NC(=O)CN(C)Cc1ccc(Br)cc1	-3.5%	-0.483	0.639	0.338	-0.474	5.1	19.4	2.9	1020	i	i	-2.9	0	1203	2.9	2.7	8.3	-4.1%
9	NC(=S)Nc1ccc2cc[nH]c2c1	2.0%	-0.729	-0.347	-0.315	0.802	-1.3	9.1	1.9	1098	i	i	6.2	1.01	1276	3.2	2.8	7.8	-2.9%
10	COC(=O)c1ccccc1NC(=O)COC(=O)c1ccc(C)c(NC(=O)c2ccco2)c1	16.0%	-0.999	0.155	-0.0796	-0.0198	-4.4	18.9	-6.1	972	i	i	8.0	-0.77	1108	5.8	2.0	0.1	12.5%
11	CCn1cc(C(=O)NCc2ccccc2Cl)cn1	6.0%	-1.51	-0.285	-0.28	1.01	-2.8	-7.6	x	x	i	i	-1.7	1.03	1285	2.5	2.6	5.7	3.8%
12	CCC(Cc1ccccc1)NCc1c(C(=O)O)c(C)n(Cc2ccccc2)c1C (stereo unspecified)	-6.0%	0.939	-0.0814	0.533	-0.196	-1.7	-11.9	0.0	1093	i	i	3.0	-0.68	1280	2.1	2.1	3.0	-4.2%
13	Cc1c(C(=O)OC2CCC(C)CC2)[nH]c2c1C(=O)CCC2 (stereo unspecified)	18.9%	-0.202	-0.151	0.167	0.0271	16.1	7.0	0.3	1070	i	x	x	-1.09	1443	4.6	2.4	7.2	15.3%
14	COc1ccc(N2CCN(C(c3ccccc3OC)c3nnnn3C3CCCC3)CC2)cc1 (stereo unspecified)	8.1%	0.737	-0.237	0.775	0.407	6.4	17.0	-8.3	942	i	i	11.8	-2.47	1006	3.7	1.6	1.8	-15.3%
15	COc1ccc(NCC(=O)N/N=C2\CCCC(C)C2)cc1 (stereo unspecified)	19.0%	-1.04	-0.144	-0.812	1.53	9.8	9.5	x	x	i	i	12.0	0.17	1373	1.8	2.0	5.0	0.6%
16	O=C(O)c1ccccc1C(=O)NCCc1c(C(=O)O)[nH]c2ccc(Cl)cc12	x	-0.246	-0.109	0.0383	-0.32	x	x	-0.4	1296	i	x	x	0.64	1044	x	x	x	x
17	CC1CCN(CCCNC(=O)c2cc3c(Cl)nc4ccccc4c3s2)CC1	2.5%	-0.527	-0.13	-0.12	0.437	17.0	22.9	2.6	989	i	i	36.0	0.61	1153	3.0	3.3	12.6	8.2%
18	O=C(CSc1ccccn1)Nc1ccc(Cl)cn1	5.6%	0.815	-0.252	0.332	-0.551	-8.4	-2.5	0.7	1009	i	i	13.3	-0.53	1401	3.4	1.4	3.4	5.6%
19	Cc1nc(NC(=S)NC(=O)COc2ccc(Cl)cc2)ccc1Br	1.1%	0.499	-0.163	0.41	0.143	15.1	3.8	9.6	627	i	i	15.5	-0.47	1560	7.2	1.0	17.1	7.0%
20	C/C=C/c1ccc(OCCCCOc2ccc(OC)cc2)c(OC)c1	5.2%	-0.232	-0.153	0.0687	0.0889	-10.7	7.9	0.6	1157	i	i	-1.4	-0.06	1344	3.5	2.1	5.2	13.7%
21	c1ccn(-c2ccc(N3CCOCC3)cc2)c1	14.3%	-0.478	0.893	-0.644	0.477	-7.6	1.1	-2.7	1479	x	i	-8.8	1.92	1355	2.5	2.7	4.9	9.7%
22	O=C(NCCSCc1ccco1)Nc1cccc(Cl)c1	11.3%	0.183	-0.128	0.137	-0.295	7.4	3.8	-0.8	1081	i	i	-0.9	0.03	1762	1.1	1.3	4.5	13.7%
23	O=S(=O)(c1cccc2cccnc12)N1CCN(Cc2ccccc2)CC1	-6.8%	-0.516	-0.00174	0.00191	-0.196	-8.2	-8.1	0.1	1064	i	i	-3.8	-0.25	1387	1.1	0.7	2.5	1.8%
24	COc1cc(C2NC(=S)NC(C)=C2C(=O)Nc2cc(C)cc(C)c2)ccc1O (stereo unspecified)	x	0.206	-0.115	0.208	0.0931	x	x	0.6	1309	i	x	x	-0.11	1098	x	x	x	x
25	NC(=O)NC(=O)COC(=O)c1ccc(OC(F)F)cc1	5.1%	0.531	-0.348	0.176	0.534	2.1	6.5	-5.7	1120	i	i	-21.7	-0.46	1540	2.5	2.0	8.0	6.7%
26	O=C(Cc1ccccc1Cl)Nc1cccc(S(=O)(=O)N2CCOCC2)c1	6.7%	-0.557	-0.224	-0.284	0.269	-3.0	1.1	0.6	1095	i	i	2.3	0.38	1611	6.4	2.9	4.3	18.0%
27	Cc1ccc(CNC(=O)C2CC(=O)N(C3CCCCCC3)C2)cc1 (stereo unspecified)	-25.1%	2.2	-0.217	1	-0.724	18.5	0.8	-0.8	1070	i	i	14.4	x	x	2.4	2.4	10.7	-23.2%
28	CCc1nc(NC(C)C)c2oc3ccccc3c2n1	-34.2%	-0.709	-0.304	-0.233	0.647	14.9	28.6	-2.6	1224	i	i	4.7	x	x	3.3	2.5	12.3	-31.4%
29	CCOC(=O)CSc1nc(-c2ccncc2)ccc1C#N	9.4%	1.74	1.03	2.14	-1.77	2.2	28.4	-1.0	1482	i	i	4.1	0.51	1444	3.5	3.4	6.8	10.0%
30	Cn1c(NC(=O)c2ccccc2F)cc(=O)n(C)c1=O	-9.6%	0.0622	-0.138	0.233	-0.0992	10.1	0.7	x	x	i	i	1.6	0.52	890	1.6	4.9	5.5	-11.6%
31	COC(=O)Cc1c(C)c2ccc(OC(=O)c3ccccc3)cc2oc1=O	6.7%	-0.613	-0.184	-0.202	0.715	42.5	17.2	-2.6	1233	i	i	-7.6	0.01	911	1.9	1.2	8.2	16.9%

Bioassay records: PubChem BioAssay, several laboratories
